Screening data as filed in PubChem BioAssay.
Cl transport mod: modulates chloride dependent transport by human KCC2 | hit rate 2.2% among 190,000 | B-score of Tl+ flux slope (higher = more flux/activation; lower = inhibition) at 10 µM | KCC2 cells, thallium flux FluoZin-2 fluorescence;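 active = thallium flux slope and its plate-corrected score both differing from the plate sample mean at a set confidence after two filtering rounds, in either direction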;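 also: slope of fluorescence scaled to starting intensity during 10 to 20 s after thallium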
KLK5 inh: kallikrein 5 (human) inhibition; recombinant hK5, fluorogenic AMC substrate cleavage; inhibition, % at 5 µM; AID 873; hit rate 0.59% among 210,000; Q9Y337;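 active = inhibition of 40% or more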;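 also: 0% = enzyme controls without compound and 100% = no-enzyme blanks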
Target sequence (Q9Y337 67-293 limits assumed): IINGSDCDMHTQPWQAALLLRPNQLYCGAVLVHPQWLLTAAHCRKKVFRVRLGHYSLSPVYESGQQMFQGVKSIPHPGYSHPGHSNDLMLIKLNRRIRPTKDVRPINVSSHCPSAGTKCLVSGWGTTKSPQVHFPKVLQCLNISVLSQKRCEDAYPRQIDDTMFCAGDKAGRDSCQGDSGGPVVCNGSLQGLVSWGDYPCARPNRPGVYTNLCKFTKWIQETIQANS
Furin inh: human furin inhibition; purified furin, fluorogenic substrate cleavage; hit rate 0.061% among 220,000; inhibition, % at 30 µM; P09958; AID 463115; in the data active = inhibition above about 25%; also: inactives centre near -15
FXIa inh: factor XIa (human) inhibition; P03951; purified FXIa, Boc-Glu-Ala-Arg-AMC fluorogenic substrate; inhibition, % at 5 µM; hit rate 0.14% among 220,000; AID 798;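 active = inhibition of at least 40%; inactive = inhibition below 40%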;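 also: fluorescence of freed AMC excited at 355 nm; 0% = enzyme without compound and 100% = no enzyme blank; many of its hits are not listed in these tables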
PERK inhibitor: blocks human PERK kinase | hit rate 0.17% among 220,000 | inhibition, % at 5.6 µM | Q9NZJ5 | CHO PERK-DD fusion, SEAP luminescence translation reporter;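 active = inhibition above the mean inhibition of all tested compounds plus 3 SD, set separately per screening campaign, cut at about 2.9% in these data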;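 also: PERK kinase domain activated by AP20187 dimerizer at 100 nM; 0% = DMSO with dimerizer and 100% = rapamycin at 8.4 µM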
FXIIa inh: blocks human coagulation factor XIIa protease activity | purified FXIIa, Boc-QGR-AMC fluorogenic substrate, 2 h | inhibition, % at 5 µM | hit rate 0.3% among 220,000; in the data active = inhibition above about 40%;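 also: 0% = enzyme with no compound and 100% = blank without enzyme; many of its hits are not listed in these tables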
Target sequence (P00748 20-372 limits assumed): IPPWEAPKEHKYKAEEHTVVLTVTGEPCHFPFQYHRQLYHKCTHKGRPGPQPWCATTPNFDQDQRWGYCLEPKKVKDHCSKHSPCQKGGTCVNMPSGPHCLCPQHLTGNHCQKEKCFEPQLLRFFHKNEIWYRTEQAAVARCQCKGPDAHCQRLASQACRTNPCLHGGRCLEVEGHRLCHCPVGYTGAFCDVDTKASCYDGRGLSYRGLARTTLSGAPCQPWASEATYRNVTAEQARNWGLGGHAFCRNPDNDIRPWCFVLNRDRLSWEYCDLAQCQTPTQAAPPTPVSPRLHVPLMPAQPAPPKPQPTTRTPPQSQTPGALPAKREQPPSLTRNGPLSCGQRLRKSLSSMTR
Target sequence (P00748 373-615 limits assumed): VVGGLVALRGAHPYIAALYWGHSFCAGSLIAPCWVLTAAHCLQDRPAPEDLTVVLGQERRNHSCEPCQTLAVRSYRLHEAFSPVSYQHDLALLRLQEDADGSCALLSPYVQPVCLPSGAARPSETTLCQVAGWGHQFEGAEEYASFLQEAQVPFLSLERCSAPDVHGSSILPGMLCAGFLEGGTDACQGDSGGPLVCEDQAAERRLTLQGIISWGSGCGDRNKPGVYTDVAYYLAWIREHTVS
thrombin 1536: thrombin (human) inhibition; alpha-thrombin, Boc-VPR-AMC fluorogenic substrate cleavage; inhibition, % at 5 µM; hit rate 0.26% among 220,000;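 active = inhibition at or above 40%; inactive = inhibition below 40%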;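 also: 0% = enzyme with no compound and 100% = wells without enzyme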
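System: human alpha-thrombin protein; Compound dosing: one concentration per compound, 5 µM, with 0.2% DMSO; Timing: reaction at room temperature; Technique: AMC fluorescence, 355/460 nm; Controls: enzyme without compound as high, wells lacking enzyme as low.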
Rad51 HR inh: Rad51 (human) homologous recombination inhibition; Q06609; hRad51 DNA strand exchange, fluorescence dequenching; inhibition, % at 10 µM; hit rate 0.085% among 200,000; AID 1385;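 active = inhibition above 40% at the single screening dose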;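 also: 0% = DMSO control wells and 100% = blanks with heterologous ssDNA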
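Material: Human Rad51 nucleoprotein filaments preassembled on unlabelled ssDNA | Also added: Labelled 47-mer dsDNA for strand exchange | Dosing: Single dose, 10 µM final compound | Schedule: 30-min compound preincubation and 15-min exchange, both room temperature | Technique: Fluorescence dequenching at 485/520 nm | Measure: Percent inhibition relative to plate controls and blanks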
m-calpain inh: calpain II (pig) inhibition; purified calpain II, fluorogenic peptide substrate, 30 min; inhibition, % at 16 µM; hit rate 0.37% among 220,000; AID 1236;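 active = inhibition above about 50%, limit read from the data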
Starred values were filed as active, the others as inactive; i = inactive; . = no result given; [ ] = another dose, or the depositor's remark. Not all compounds are listed; count on the stated rates, not on these rows.

The line under a structure holds: m-calpain inh	Cl transport mod	thrombin 1536	FXIa inh	Furin inh	FXIIa inh	PERK inhibitor	Rad51 HR inh	KLK5 inh
CCC(C)(C)n1nnnc1C(c1ccc(O)cc1)N1CCc2ccccc2C1 (stereo unspecified)
→ -10	-0.55	1	-6	-17	8	-0.6	-32	-3
O=c1cc(N2CCC3(CC2)OCCO3)[nH]c(=O)n1-c1ccc(Br)cc1
→ 4	-0.68	3	6	-18[20 µM]	14	1.6	2	-4
O=C(CN1CCN(c2ccc(Cl)cc2)CC1)Nc1cccc(F)c1
→ -27	-0.87	-1	0	-14	10	-1.8	6	3
CC(C)(C)c1cc[n+](-c2nc([O-])sc2C=O)cc1
→ 7	0.45	-2	-8	-2	2	0.6	.	-8
CCNC(=O)n1cc(-n2cncn2)c(-c2ccccc2)n1
→ -19	0.17	3	-3	-8	4	1.3	-1	-6
O=C(O)COc1ccccc1O
→ -66	0.35	2	-14	-25	16	0.8	-32	8
O=S(=O)(NCCCc1ccccc1)c1cccc2nsnc12
→ -2	-0.74	4	6	-11	15	-0.3	.	-2
COC(=O)c1ccc2c(c1)N(C)S(=O)(=O)c1cnc(SCC(=O)C(C)(C)C)nc1-2
→ 8	-0.38	-6	3	-10	5	0.7	-13	-6
Cc1cc(=O)[nH]c(N/N=C/CCc2ccccc2)n1
→ -22	0.25	1	3	-20	9	1.1	3	-1
CCC(CC)C(=O)Nc1ccccc1NC(C)=O
→ 2	-0.92	-8	-7	-29	1	1.7	3	1
N#Cc1c(N)nc2c(c1N)CC(=O)N2c1ccccc1-c1ccccc1
→ 1	.	-2	0	-22	8	1.5	1	-7
O=C(Nc1ccc(SC(F)F)cc1)C12CCC(CC1)C2
→ 18	-0.0046	-11	4	-13	9	-0.3	-5	8
O=C1Nc2ccccc2Oc2cc([N+](=O)[O-])cc(Oc3ccccc3)c21
→ 2	-0.042	-3	18	-23	10	0.2	-234	-8
CCOC(=O)c1[nH]ncc1CN1CCN(Cc2ccccc2)C(CCO)C1 (stereo unspecified)
→ -10	1.1	-1	3	-10	12	0.4	9	.
CCc1nnc(NC(=O)CSc2nnc3c(n2)[nH]c2ccccc23)s1
→ -32	.	0	2	-21	5	1.5	15	2
CNC(=S)/N=C/NOCc1ccc(Cl)cc1Cl
→ -16	0.075	-3	-4	-19	5	0.2	18	-6
O=C(C1CCN(S(=O)(=O)c2cccs2)CC1)N1CCN(c2ccccc2)CC1
→ -35	0.23	3	2	-10[20 µM]	1	-0.7	-3	-19
COCCCNC(=O)c1cc(C(=O)c2ccccc2Br)c[nH]1
→ -15	-0.41	-9	-2	-21	4	0.3	-1	-1
NC(=O)[C@H](Cc1cc2ccccc2s1)NC(=O)[C@@H]1CC2(CC(c3cccc(NC(=O)[C@@H]4CCC(=O)N4)c3)=NO2)CN1C(=O)c1ccccc1 (stereo partly specified)
→ -46	0.48	4	4	-23[20 µM]	19	0.9	-1	0
COc1ccc(-c2cc(CCCC(=O)NCCc3cc(OC)ccc3OC)no2)cc1
→ -29	-4.7*	1	1	-19	10	-1.4	.	4
Cc1ccc(S(=O)(=O)N2CCN(CC(=O)N/N=C/c3ccco3)CC2)cc1
→ -5	-0.0099	-2	8	-18	8	0.5	.	-20
CC(=O)C1=C(O)C(=O)N(CCCn2ccnc2)C1c1ccc(Cl)cc1 (stereo unspecified)
→ -17	0.32	-12	-1	-21	9	0.5	-7	1
COC(OC)c1ccc(C#N)c(SCc2ccccc2)n1
→ -3	-0.78	-1	11	-30	7	2.2	18	3
COc1ccc(/C=C/C(=O)Oc2ccc(C)c(C)c2)cc1OC
→ -13	-0.74	3	9	-17	3	1.9	22	-2
CN(C)CCCNc1c(C(=O)O)cnc2c1cnn2C
→ 0	.	2	0	-21[20 µM]	11	1.4	3	-21
CC(Oc1ccc(Cl)cc1)C(=O)Nc1ncccn1 (stereo unspecified)
→ 2	-0.97	-4	2	-15	4	0.8	-1	-4
COc1ccc(-n2nc([N+](=O)[O-])c(=NC3CCN(Cc4ccccc4)CC3)n2O)cc1
→ -16	-1.3	-6	-3	-9	5	-0.1	-22	5
CC(Sc1nnc(NC(=O)c2cc3ccccc3oc2=O)s1)c1ccccc1 (stereo unspecified)
→ -6	0.018	-6	7	-17	13	0.8	-5	-15
O=C(CNS(=O)(=O)c1cccc(Cl)c1)OCc1csc(-c2ccccc2)n1
→ 16	-2.6	-7	1	-17	11	0.5	0	1
CCOC(=O)c1sc(C)c2c1NC(C)(c1cccs1)NC2=O (stereo unspecified)
→ -205	-0.77	-6	-2	-9[20 µM]	0	-1.2	-3	-26
CC(C)OC(=O)CSc1nc(Cc2cccs2)nc2ccccc12
→ 12	0.058	-7	-3	-20	4	-0.2	-3	-1
CC(C)(C)c1cc(C(=O)NN)n(Cc2ccc(F)cc2)n1
→ 15	0.18	3	-4	-26	10	-0.7	18	0
CCOC(=O)Cn1c(-c2ccccc2)nc2ccccc2c1=O
→ 16	.	2	1	-10[20 µM]	14	-0.1	-5	-3
CN(C(=S)NCCN1CCOCC1)C(c1ccccc1)c1ccccc1
→ -12	1.1	-7	-4	-36	.	-0.1	3	-4
Cc1cc(C)cc(N(CC(=O)NCc2cccnc2)S(C)(=O)=O)c1
→ -12	0.47	0	3	-13	11	-0.3	1	-18
O=c1[nH]c2cc(Br)cnc2nc1/C=C(\O)c1ccc(F)cc1
→ -15	-0.8	4	5	-11[20 µM]	21	0.4	5	-2
CN(Cc1ccccc1)C(=O)C1CCN(S(C)(=O)=O)CC1
→ -29	-0.051	-13	-3	-21	8	1.3	-2	4
COc1cc(/C=N/NC(=O)c2cc(C)oc2C)cc(OC)c1OC
→ -24	0.83	-4	-4	-22	9	-0.5	-7	-1
COc1ccc(C(=O)CCC(=O)Nc2cccnc2)cc1
→ -8	-0.0042	-6	-4	-21	-5	0.0	-3	-6
CN(C)c1ccc(C(=O)C(O)c2ccc(C(C)(C)C)cc2)cc1 (stereo unspecified)
→ -81	0.32	0	3	-25	14	1.6	-1	-5
COc1ccc2nc(COC(=O)c3cccc([N+](=O)[O-])c3)c(C(C)=O)[n+]([O-])c2c1
→ -1	0.64	0	-6	-13	9	0.6	12	-6
COCCNC(=O)CSc1nc2ccc(N3CCOCC3)cc2c(=O)n1Cc1ccc(OC)cc1
→ i	0.15	3	-6	7[20 µM]	-7	-0.9	-9	103*
CC(=O)Nc1ccc(S(=O)(=O)N2CCC(NC(C)=O)(c3cccc(F)c3)CC2)cc1
→ -7	-0.13	0	7	-24[20 µM]	7	-0.4	-2	-5
CC(NC(=O)c1ccc(N)cc1)c1ccccc1 (stereo unspecified)
→ -5	-0.72	5	-3	-18	2	2.4	-24	-7
FC(F)(F)c1nnc2ccc(N3CCN(c4ccccc4)CC3)nn12
→ 8	0.043	-1	4	-20[20 µM]	10	-1.5	-7	6
CC(=O)NC(=S)Nc1ccc2oc(=O)ccc2c1
→ 24	-0.13	-9	6	-6	5	0.3	-28	-7
Cc1cc(C)nc(SCc2cn3cc(Cl)ccc3n2)n1
→ -5	-0.66	-3	5	-24	8	-0.4	.	-15
Cc1cccc2nc(COc3ccc(-c4ccccc4)cc3)cn12
→ 25	-0.47	3	-3	-21	5	-0.6	4	-2
CN(C)c1ccc(N=Cc2nc(-c3ccccc3)oc2O)cc1
→ -16	-2.4	4	8	-23	8	0.5	-266	-4
COCCCn1nnnc1SCC(=O)N1CCN(C(=O)c2ccco2)CC1
→ 10	0.017	-7	-2	-20	10	0.6	0	1

(list continues)
The line under a structure holds: m-calpain inh	Cl transport mod	thrombin 1536	FXIa inh	Furin inh	FXIIa inh	PERK inhibitor	Rad51 HR inh	KLK5 inh
CC(C)CNC(=O)c1cccc(NC(=O)C(C)Oc2ccccc2)c1 (stereo unspecified)
→ 21	-0.02	-6	-5	-19	.	-1.0	4	-6
CC(=O)c1cc(-c2ccccc2)n(CC(=O)N2CCC(C)CC2)c1C
→ -2	0.51	-4	3	-22[20 µM]	5	0.9	1	6
COc1ccc(-c2nc(C#N)c(NCc3ccccc3Cl)o2)cc1OC
→ -60	.	4	0	-15	11	-0.2	-10	6
CCN(Cc1ccccc1)C(=O)CCc1nnc(CCCc2ccccc2)o1
→ 15	.	0	3	-18	7	0.3	.	-2
Cc1cc(=O)oc2cc(OCC(=O)N3CCCc4ccccc43)ccc12
→ 15	.	-2	-12	-17	10	-0.6	3	-23
Fc1ccccc1CNC(=S)Nc1ccc(Cl)cc1
→ -33	-0.9	-2	10	-19	7	0.7	7	-5
CC1(C)CC(=O)C(C(=O)/C=C/c2ccco2)C(=O)C1
→ 27	-0.037	-10	3	-5	10	1.7	1	0
CC(=O)Nc1nc2c(C)c(Cl)ccc2s1
→ -1	-0.32	-2	1	-15	7	0.5	.	0
COc1c2c(nc3ccccc13)OC(C(C)(O)COC(C)=O)C2 (stereo unspecified)
→ 0	1.4	-4	0	-13	6	-0.2	-2	-11
CCN(CC)C1=CC(=[N+]2CCCC2)CC(C)(C)C1
→ -5	0.46	2	9	1	18	0.0	.	-4
CCCCNC(=O)c1c(N)n(/N=C/c2ccccn2)c2nc3ccccc3nc12
→ -194	.	0	8	-20	-20	1.8	.	-19
